Screening results (PubChem BioAssay)
UTI89 phage lysis: inhibition of K1F phage lysis, E. coli UTI89, bacterial capsule biogenesis inhibitors, alamar blue (AID 488966); E. coli UTI89 K1F phage lysis, alamar blue, 2 h; higher % means a stronger effect; inhibition, % at 100 µM; hits with a dose series show IC50 in µM; actives 0.02% (n = 340,000);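 active means phage lysis inhibition, versus mean bacterial control, above a set limit; inconclusive means no clear call, values can overlap the other calls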;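 further: capsule biogenesis inhibitors block K1F phage lysis so surviving cells raise fluorescence; higher fluorescence means more inhibition of phage lysis; actives were called in the ten point dose series up to 300 µM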
MgcRacGAP inhibition: MgcRacGAP GTPase-activating activity inhibitors, confirmation, biochemical, ADP Hunter fluorescence. MgcRacGAP-stimulated Rac1 GTP hydrolysis, ADP Hunter fluorescence; higher % means a stronger effect; GST-tagged Rac1 F28L mutant substrate. one-dose inhibition, % at 30 µM; IC50 in µM for titrated hits. AID 624330, 2012. Rac GTPase-activating protein 1 (Homo sapiens). actives 0.6% (n = 340,000);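 active means first-screen hits whose inhibition reached a set limit at any dose in the follow-up dose series; inconclusive means inhibition above the set first-screen limit but never retested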;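 further: fluorescence reports GDP produced by GAP-driven GTP hydrolysis; strong numbers were not always called active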
NS5 inhibitors: Dengue-2 NS5 methyltransferase inhibitors, primary screen, biochemical, confirmation dose response (AID 588689). Genome polyprotein (Dengue virus type 2 (strain 16681-PDK53)). Dengue-2 NS5 methyltransferase capping enzyme assay, biochemical; higher % means a stronger effect. inhibition, % at 25 µM; hits with a dose series show IC50 in µM. actives 0.3% (n = 340,000); in the data active means a potency from the dose series; inconclusive means inhibition above about 29% without an active follow-up result
RSV CPE inhibition: RSV antiviral activity via CPE protection, HEp-2 cells, primary 10 µM value included (AID 2391); HEp-2 cells, RSV-induced CPE inhibition; higher % means a stronger effect; actives 0.13% (n = 310,000); CPE inhibition, % at 10 µM; hits with a dose series show IC50 in µM; in the data active means a potency from the dose series; inconclusive means CPE inhibition mostly from about 23% at the one dose, without a potency; inactive means the rest, 99 in 100 with CPE inhibition below about 21%; further: strong numbers were not always called active
SIAH1 antagonists: Siah-1 peptide-binding antagonists, primary screen, biochemical, fluorescence polarization, rhodamine-plectin, uHTS (AID 1817); E3 ubiquitin-protein ligase SIAH1 (Homo sapiens); Siah-1 / rhodamine-plectin peptide fluorescence polarization; higher % means a stronger effect; displacement, % at 20 µM; hits with a dose series show IC50 in µM; actives 0.02% (n = 290,000);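 active means displacement of at least 50% at 20 µM, with a fluorescence ratio check between 0.3 and a set limit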;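 further: plate controls were Siah plus tracer with DMSO for no effect and tracer alone without Siah for full effect; strong numbers were not always called active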
AID2073: inhibitors of Mint1-CaV2.2 protein interaction, biochemical, HTRF (AID 2073) | HTRF protein-protein interaction, Mint1-CaV2.2; higher % means a stronger effect | inhibition, % at 20 µM, or IC50 in µM where a hit was titrated | actives 0.19% (n = 290,000) | Voltage-dependent N-type calcium channel subunit alpha-1B (Homo sapiens); in the data active means inhibition mostly above about 51%, no sharp cut-off; inconclusive means no clear call, values can overlap the other calls; inactive means mostly below about 53%; further: some results filed as inactive read as strong as hits
NTR1 agonist: agonists of NTR1, primary screen, imaging, U2OS cells, beta-arrestin-GFP, high content (AID 493036). Neurotensin receptor type 1 (Homo sapiens), P30989. NTR1-U2OS beta-arrestin-GFP spot imaging, agonist mode. activation, % at 20 µM. actives 0.17% (n = 330,000);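 active means activation at or above 40% of the spot to cytoplasm intensity ratio, with at least 20 cells analyzed; inconclusive means wells under 20 cells, flagged as cytotoxic or low count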;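 further: 0% = DMSO without peptide and 100% = 100 nM NTR1 peptide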
Target sequence (P30989 whole entry, looked up): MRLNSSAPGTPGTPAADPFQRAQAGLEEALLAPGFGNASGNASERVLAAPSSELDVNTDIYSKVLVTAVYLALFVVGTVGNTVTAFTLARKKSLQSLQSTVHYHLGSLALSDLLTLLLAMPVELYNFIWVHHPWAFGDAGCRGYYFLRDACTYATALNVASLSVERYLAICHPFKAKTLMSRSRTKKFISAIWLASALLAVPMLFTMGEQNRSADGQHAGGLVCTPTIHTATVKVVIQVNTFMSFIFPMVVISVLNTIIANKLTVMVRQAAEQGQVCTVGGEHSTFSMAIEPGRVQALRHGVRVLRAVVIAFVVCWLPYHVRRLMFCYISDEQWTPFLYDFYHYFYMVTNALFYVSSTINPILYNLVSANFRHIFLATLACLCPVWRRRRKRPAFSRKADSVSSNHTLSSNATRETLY
Large T inhibition: SV40 large T antigen inhibitors, biochemical (AID 1903) | actives 0.39% (n = 310,000) | SV40 large T antigen ATPase/helicase inhibition assay; higher % means a stronger effect | inhibition, % at 20 µM; hits with a dose series show IC50 in µM; in the data active means a potency from the dose series; inconclusive means inhibition mostly from about 32% at the one dose, without a potency; inactive means the rest, 99 in 100 with inhibition below about 32%; further: strong numbers were not always called active
West Nile antiviral: West Nile virus antiviral activity, cell-based, CPE readout (AID 1621); West Nile virus-infected cells, CPE inhibition; higher % means a stronger effect; CPE inhibition, % at 10 µM, or IC50 in µM where a hit was titrated; actives 0.02% (n = 290,000); in the data active means a potency from the dose series; inconclusive means CPE inhibition mostly from about 3.7% at the one dose, without a potency; inactive means the rest, 99 in 100 with CPE inhibition below about 2.2%; further: strong numbers were not always called active
NTR1 agonist cell count 20 µM: also measured in NTR1 agonist; calls as there; cell count; measured here: cell count, cytotoxicity flag
NS5 inhibitors pilot replicate: second read-out of NS5 inhibitors, no call of its own (marks repeat the call); inhibition, %; measured here: pilot screen replicate inhibition
An asterisk follows results filed as active; [ ] = dose if it differs, or a comment.

For COc1ccc(S(=O)(=O)Nc2ccccn2)cc1C(=O)Nc1ccccc1 the results were UTI89 phage lysis -0.4%[50 µM], MgcRacGAP inhibition 4.7%, NS5 inhibitors -5.2%, RSV CPE inhibition 1.6%, SIAH1 antagonists 6.3%, AID2073 23.8%, NTR1 agonist -0.7, Large T inhibition 14.8%, West Nile antiviral 0.4% and NTR1 agonist cell count 20 µM 65.
CCC1(C)Cc2nc(Cl)c(C#N)cc2CO1 (stereo unspecified) was read as UTI89 phage lysis 0.3%, MgcRacGAP inhibition 6.0%, NS5 inhibitors -1.6%, RSV CPE inhibition 2.8%, SIAH1 antagonists 6.4%, AID2073 -7.3%, NTR1 agonist 0.6, Large T inhibition 9.2%, West Nile antiviral 0.2% and NTR1 agonist cell count 20 µM 50.
`NS(=O)(=O)c1ccc(NNC(=O)c2cccs2)cc1` gave UTI89 phage lysis -1.3%, MgcRacGAP inhibition 12.7%, NS5 inhibitors 3.1%, RSV CPE inhibition 1.2%, SIAH1 antagonists -1.8%, AID2073 -43.0%, NTR1 agonist 1.7, Large T inhibition 22.9%, West Nile antiviral 0.5% and NTR1 agonist cell count 20 µM 42.
For CCOc1cc(S(=O)(=O)NCc2ccccn2)c(C)cc1C the results were RSV CPE inhibition -0.3%, SIAH1 antagonists -1.5%, AID2073 13.2%, NTR1 agonist -1.0, Large T inhibition 1.9% and NTR1 agonist cell count 20 µM 85.
For c1csc(CNc2ncnc3ccc(-c4ccc5c(c4)OCCO5)cc23)c1 the results were UTI89 phage lysis 4.7%, MgcRacGAP inhibition 3.1%, NS5 inhibitors -6.8%, NTR1 agonist 5.9 and NTR1 agonist cell count 20 µM 57.
Screening COc1c(F)c(F)c(C(=O)Nc2c(C)cc(Br)cc2C)c(F)c1F returned UTI89 phage lysis 0.0%, MgcRacGAP inhibition 9.8%, NS5 inhibitors 6.3%, RSV CPE inhibition 1.5%, SIAH1 antagonists 4.1%, AID2073 4.2%, NTR1 agonist 2.1, Large T inhibition 14.0%, West Nile antiviral -1.5% and NTR1 agonist cell count 20 µM 51.
CS(=O)(=O)N1N=C(c2ccco2)CC1c1ccco1 (stereo unspecified) was read as UTI89 phage lysis 0.4%, MgcRacGAP inhibition 16.2%, NS5 inhibitors -5.3%, RSV CPE inhibition 0.3%, SIAH1 antagonists 10.2%, AID2073 31.3%, NTR1 agonist -1.0, Large T inhibition 7.4%, West Nile antiviral 0.0%, NTR1 agonist cell count 20 µM 52 and NS5 inhibitors pilot replicate -5.5.
O=C(OCC(=O)N(CCc1ccccc1)Cc1ccccc1)c1cc(S(=O)(=O)N2CCOCC2)ccc1F was read as UTI89 phage lysis 0.1%[50 µM], MgcRacGAP inhibition 3.9%, NS5 inhibitors -5.8%, RSV CPE inhibition -1.1%, NTR1 agonist 3.8, Large T inhibition 16.9% and NTR1 agonist cell count 20 µM 67.
`O=C(CCCCCN1C(=O)c2ccccc2C1=O)Oc1ccc2c3c(c(=O)oc2c1)CCC3` gave UTI89 phage lysis 0.6%[50 µM], MgcRacGAP inhibition 6.2%, NS5 inhibitors 3.3%, RSV CPE inhibition 1.6%, SIAH1 antagonists -4.8%, AID2073 15.0%, NTR1 agonist 1.4, Large T inhibition 13.8%, West Nile antiviral 0.1% and NTR1 agonist cell count 20 µM 63.
For O=C(CCC(=O)NNC(=O)COc1ccc(Br)cc1)NCc1ccccc1 the results were RSV CPE inhibition 0.5%, SIAH1 antagonists 9.8%, AID2073 -0.5%, NTR1 agonist 1.5, Large T inhibition 5.8%, West Nile antiviral 0.1% and NTR1 agonist cell count 20 µM 32.
`CCOc1ccc(-c2nc(CS(=O)(=O)CC(=O)NCc3ccc(F)cc3)c(C)o2)cc1` gave UTI89 phage lysis -1.3%, MgcRacGAP inhibition -1.3%, NS5 inhibitors 0.0%, RSV CPE inhibition 1.8%, SIAH1 antagonists 8.2%, AID2073 -3.8%, NTR1 agonist 16.9, Large T inhibition 2.9%, West Nile antiviral -1.1% and NTR1 agonist cell count 20 µM 69.
O=C(Nc1cccnc1)Nc1ccc2c(c1)OCO2 was read as UTI89 phage lysis 0.5%, MgcRacGAP inhibition 9.7%, NS5 inhibitors -6.3%, RSV CPE inhibition -0.1%, SIAH1 antagonists -1.7%, AID2073 -19.8%, NTR1 agonist -1.5, Large T inhibition 8.0%, West Nile antiviral -0.2%, NTR1 agonist cell count 20 µM 74 and NS5 inhibitors pilot replicate -4.6.
Screening O=C(c1cc([N+](=O)[O-])cc([N+](=O)[O-])c1)N(Cc1nnc(-c2ccccc2Cl)o1)C1CC1 returned UTI89 phage lysis -0.3%, MgcRacGAP inhibition 3.3%, NS5 inhibitors 0.8%, RSV CPE inhibition 1.1%, SIAH1 antagonists 1.4%, AID2073 -8.1%, NTR1 agonist 2.2, Large T inhibition 14.2%, West Nile antiviral -1.8% and NTR1 agonist cell count 20 µM 58.
O=C(COC(=O)c1cc(S(=O)(=O)N2CCOCC2)ccc1F)NCCc1ccc(F)cc1 was read as UTI89 phage lysis 0.5%[50 µM], MgcRacGAP inhibition -1.1%, NS5 inhibitors -6.9%, NTR1 agonist -1.1 and NTR1 agonist cell count 20 µM 58.
Screening O=[N+]([O-])/C=C\c1ccc(N2CCOCC2)cc1 returned UTI89 phage lysis -1.6%[50 µM], MgcRacGAP inhibition 24.0%, NS5 inhibitors -64.9%, RSV CPE inhibition 0.8%, NTR1 agonist 27.1, Large T inhibition >100µM* and NTR1 agonist cell count 20 µM 64.
CC#CCN1c2ccccc2[C@]23C[C@@H](C(=O)OC)N(C(=O)NC(C)(C)C)C2=NC(C(=O)OC)=C(C(=O)OC)[C@H]13 was read as UTI89 phage lysis 3.1%, MgcRacGAP inhibition 6.6%, NS5 inhibitors -2.4%, RSV CPE inhibition 4.8%, NTR1 agonist -0.4, Large T inhibition 14.8%, West Nile antiviral 0.2% and NTR1 agonist cell count 20 µM 79.
`CC(C)(C)c1ccc(C(=O)NNC(=O)c2ccccc2Br)cc1` gave UTI89 phage lysis 3.0%, MgcRacGAP inhibition 6.6%, NS5 inhibitors -4.0%, RSV CPE inhibition 1.9%, SIAH1 antagonists 3.8%, AID2073 19.7%, NTR1 agonist -0.1, Large T inhibition 9.5%, West Nile antiviral -0.8% and NTR1 agonist cell count 20 µM 41.
Screening COc1ccc(S(=O)(=O)NC(CCSC)C(=O)NC2CCCCC2)cc1 (stereo unspecified) returned UTI89 phage lysis 0.3%, MgcRacGAP inhibition 5.8%, NS5 inhibitors 0.8%, RSV CPE inhibition 0.0%, SIAH1 antagonists -2.2%, AID2073 1.6%, NTR1 agonist 1.0, Large T inhibition 13.6%, West Nile antiviral -1.2% and NTR1 agonist cell count 20 µM 54.
`CCOc1cc(CNc2ncn[nH]2)ccc1OCC(=O)NC(C)(C)C` gave UTI89 phage lysis 0.3%, MgcRacGAP inhibition 1.5%, NS5 inhibitors 0.8%, RSV CPE inhibition -1.1%, SIAH1 antagonists 1.6%, AID2073 5.1%, NTR1 agonist 2.4, Large T inhibition -4.8%, West Nile antiviral -0.4% and NTR1 agonist cell count 20 µM 44.
For O=C(NCc1ccco1)c1cccc(S(=O)(=O)N2CCCC2)c1 the results were UTI89 phage lysis 0.2%, MgcRacGAP inhibition 5.9%, NS5 inhibitors -3.3%, SIAH1 antagonists 0.4%, AID2073 4.8%, NTR1 agonist 0.8, West Nile antiviral 0.1% and NTR1 agonist cell count 20 µM 54.
For c1ccc(-c2c3ccccc3nc3[nH]c4ccccc4c23)cc1 the results were UTI89 phage lysis 0.8%, MgcRacGAP inhibition 4.5%, NS5 inhibitors 2.4%, RSV CPE inhibition inconclusive, SIAH1 antagonists 3.2%, AID2073 7.3%, NTR1 agonist 6.6, Large T inhibition 5.8%, West Nile antiviral 1.0% and NTR1 agonist cell count 20 µM 96.
`O=C(Oc1ccc(Cl)c2cccnc12)N1CCCCCC1` gave UTI89 phage lysis 1.1%, MgcRacGAP inhibition 6.0%, NS5 inhibitors -5.4%, RSV CPE inhibition -2.6%, SIAH1 antagonists 11.7%, AID2073 14.0%, NTR1 agonist 2.7, Large T inhibition 19.7%, West Nile antiviral 0.0% and NTR1 agonist cell count 20 µM 35.
`CN(C)C(=O)CCC(=O)N(C)CC1CCCN(CCc2ccc(F)cc2)C1` (stereo unspecified) gave UTI89 phage lysis 0.1%, MgcRacGAP inhibition 14.1%, NS5 inhibitors -2.0%, RSV CPE inhibition -0.9%, SIAH1 antagonists -0.4%, AID2073 2.8%, NTR1 agonist -0.1, Large T inhibition -4.3%, West Nile antiviral -0.1%, NTR1 agonist cell count 20 µM 59 and NS5 inhibitors pilot replicate -0.9.
For O=c1nc(N(c2ccccc2)c2ccccc2)[nH]c(=O)[nH]1 the results were UTI89 phage lysis 1.2%, MgcRacGAP inhibition 2.2%, NS5 inhibitors -7.5%, RSV CPE inhibition -0.5%, SIAH1 antagonists 1.9%, AID2073 4.8%, NTR1 agonist 2.6, Large T inhibition 20.5%, West Nile antiviral -0.1% and NTR1 agonist cell count 20 µM 95.
`O=C(N/N=C/c1ccccc1C(=O)O)c1ccccc1Br` gave UTI89 phage lysis 0.1%, MgcRacGAP inhibition 1.9%, NS5 inhibitors -5.3%, RSV CPE inhibition 0.6%, SIAH1 antagonists 0.1%, AID2073 8.1%, NTR1 agonist -1.7, Large T inhibition 14.1%, West Nile antiviral -0.3% and NTR1 agonist cell count 20 µM 46.
CN(C)Cc1cccc([N+](=O)[O-])c1O was read as UTI89 phage lysis -0.2%[50 µM], MgcRacGAP inhibition -2.6%, NS5 inhibitors 7.1%, RSV CPE inhibition -0.1%, SIAH1 antagonists 7.3%, AID2073 3.7%, NTR1 agonist 0.4, Large T inhibition 13.8%, West Nile antiviral 0.3% and NTR1 agonist cell count 20 µM 60.
For Cc1ccc(C(=O)N2CCN(c3ccc(C(F)(F)F)cn3)CC2)c(C)c1 the results were UTI89 phage lysis -0.1%, MgcRacGAP inhibition 10.0%, NS5 inhibitors 2.0%, RSV CPE inhibition 3.7%, SIAH1 antagonists -1.4%, AID2073 1.7%, NTR1 agonist 3.5, Large T inhibition -8.3%, West Nile antiviral -0.5% and NTR1 agonist cell count 20 µM 70.
Screening O=S(=O)(NCCc1ccncc1)c1ccccc1 returned UTI89 phage lysis -0.3%, MgcRacGAP inhibition -0.6%, NS5 inhibitors -5.2%, RSV CPE inhibition -0.6%, SIAH1 antagonists -1.0%, AID2073 -0.1%, NTR1 agonist -0.5, Large T inhibition 4.0%, West Nile antiviral 0.9% and NTR1 agonist cell count 20 µM 79.
